proKLK7 act – activators of human kallikrein-7 zymogen. P49862. purified proKLK7, EDANS-DABCYL substrate fluorescence; 100% is mature enzyme control, 0% vehicle. activation, % at 7 µM. 370,000 compounds, 0.9% hits. AID 652039;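 active means activation above the mean of all tested compounds plus 3 SD, computed per campaign excluding outliers beyond control limits, cut at about 13% in these data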
Target sequence (P49862 whole entry, looked up): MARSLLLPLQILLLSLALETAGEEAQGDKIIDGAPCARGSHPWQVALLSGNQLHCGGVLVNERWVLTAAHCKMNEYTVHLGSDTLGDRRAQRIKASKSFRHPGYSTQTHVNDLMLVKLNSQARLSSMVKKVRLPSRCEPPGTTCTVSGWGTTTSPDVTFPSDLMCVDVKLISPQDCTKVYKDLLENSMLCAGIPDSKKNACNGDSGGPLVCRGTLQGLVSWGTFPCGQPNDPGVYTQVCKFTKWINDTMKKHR
UHRF1 MBD2 ctr – UHRF1 methyl-DNA binding inhibition; Q96T88; UHRF1 binding to methylated oligo, TR-FRET; inhibition, % at 4.4 µM; 370,000 compounds, 0.75% hits; AID 687016; in the data active means inhibition above about 21%;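 further: UHRF1 SRA domain binding a hemimethylated CpG hairpin DNA probe; 0% = median of test compound wells and 100% = reference inhibitor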
PLCb3 inh – blocks human PLC-beta3 enzyme activity; inhibition, % at 12.2 µM; Purified PLC-beta3, fluorogenic substrate, fluorescence; 370,000 compounds, 0.18% hits; Q01970; in the data active means inhibition above about 11%;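 further: 0% = median of compound wells on plate and 100% = full blocker control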
Tn7 DDE FP – DD(E)-Tn7 binding inhibition, primary FP screen; P02675; 370,000 compounds, 0.13% hits; FP displacement of FITC-Tn7 peptide from fibrin DD(E); 0% = median of compound wells per plate; inhibition, % at 8.3 µM; AID 720508;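 active means inhibition above the mean of compounds falling within the control limits plus 3 SD of them, cut at about 14% in these data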;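 further: 0% = plate median of compound wells and 100% = 10 µM Aha-Tn7 peptide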
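assay system = human clot-derived fibrin DD(E) complex | quantity = Fibrin-DD(E) at 2 µM final | timing = 10 min preincubation, 3 h with tracer, room temperature | signal = fluorescence polarization | measure = percent inhibition | benchmarks = high control wells with 10 µM unlabelled Aha-Tn7 peptide (full inhibition) | replicates = singlicate testing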
sPLA2-III inh – Blocks human group III sPLA2 activity; 370,000 compounds, 0.56% hits; inhibition, % at 12.2 µM; AID 743126; QFRET BODIPY PC-A2 liposome hydrolysis, fluorescence; Q9NZ20;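 active means inhibition above mean plus 3 SD of compounds lying within the high and low control bounds, cut at about 19% in these data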;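 further: 0% = median of test compound wells and 100% = no enzyme DMSO wells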
Target sequence (Q9NZ20 whole entry, looked up): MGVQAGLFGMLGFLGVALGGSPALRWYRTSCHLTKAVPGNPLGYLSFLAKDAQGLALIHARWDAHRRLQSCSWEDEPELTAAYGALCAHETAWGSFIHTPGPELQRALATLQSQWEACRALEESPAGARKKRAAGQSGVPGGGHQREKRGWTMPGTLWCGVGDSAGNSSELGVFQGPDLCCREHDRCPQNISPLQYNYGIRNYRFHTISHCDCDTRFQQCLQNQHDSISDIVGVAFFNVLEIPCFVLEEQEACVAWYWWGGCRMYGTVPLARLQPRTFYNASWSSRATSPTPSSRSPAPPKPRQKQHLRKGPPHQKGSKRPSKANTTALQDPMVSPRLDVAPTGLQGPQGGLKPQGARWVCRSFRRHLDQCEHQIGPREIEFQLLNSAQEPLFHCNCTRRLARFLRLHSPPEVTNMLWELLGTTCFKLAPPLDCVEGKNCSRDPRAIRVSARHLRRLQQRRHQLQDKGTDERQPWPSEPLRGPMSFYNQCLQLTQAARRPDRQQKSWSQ
PLC-gamma1 inh – blocks human PLC-gamma1 enzyme activity; P19174; purified PLC-gamma1, fluorogenic substrate, fluorescence; inhibition, % at 12.2 µM; 370,000 compounds, 0.84% hits; AID 720700; in the data active means inhibition above about 9.5%
Rev-erbA mod – modulators of human Rev-erb alpha DNA binding; 370,000 compounds, 0.79% hits; AID 1259318; P20393; activity, % at 10 µM; Rev-erbα–FITC-DNA binding, fluorescence polarization, 90 min;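 active means activity above about 14%, limit read from the data; passing the limit was not always enough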;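 further: 0% = DMSO wells with 35 nM protein and 100% = DMSO wells with 750 nM protein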
ASAP1 inh – inhibitors of human ASAP1 ArfGAP activity. ASAP1-stimulated ARF1 GTP hydrolysis, GDP FP detection. inhibition, % at 16.5 µM. 360,000 compounds, 0.19% hits. AID 624377; in the data active means inhibition above about 25%;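 further: 0% = vehicle with enzyme and substrate and 100% = no enzyme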
ARFGAP1 inhibitor – inhibitors of rat ARFGAP1 | Q62848 | Arfgap1-stimulated ARF1 GTP hydrolysis, GDP FP detection | inhibition, % at 16.5 µM | 360,000 compounds, 0.26% hits;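 active means inhibition above a per-plate limit, mean inhibition of low control wells plus 3 SD, cut at about 25% in these data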;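 further: 0% = DMSO wells with enzyme and 100% = wells lacking Arfgap1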
Target sequence (Q62848 1-136 limits assumed): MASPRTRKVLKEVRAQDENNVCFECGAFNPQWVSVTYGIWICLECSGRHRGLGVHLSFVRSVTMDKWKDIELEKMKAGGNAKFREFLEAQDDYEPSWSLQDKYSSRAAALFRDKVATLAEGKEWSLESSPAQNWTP
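System: truncated rat Arfgap1 GAP domain / Benchmarks: high control wells lacking Arfgap1, low control full reaction with DMSO / Times: compound-enzyme preincubation 20 min, reaction 120 min, detection 60 min, 25 °C / Repeats: one replicate per compound / Also added: human ARF1(Δ1-17)-GTP substrate / Measured by: Tracer-displacement fluorescence polarization with EDTA stop, 620/688 nm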
DDE Tn6 FP inh – inhibitors of Tn6 peptide binding to human fibrin DD(E); inhibition, % at 8.3 µM; Fibrin DD(E) TRITC-Tn6 fluorescence polarization displacement; 370,000 compounds, 0.21% hits; AID 720509; P02675;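 active means inhibition above a per-campaign cutoff: mean of compounds within control limits plus 3 SD, cut at about 15% in these data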;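 further: 0% = median of all compound wells on the plate and 100% = blocking peptide control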
An asterisk follows results filed as active; i = inactive; x = no result given.

proKLK7 act	UHRF1 MBD2 ctr	PLCb3 inh	Tn7 DDE FP	sPLA2-III inh	PLC-gamma1 inh	Rev-erbA mod	ASAP1 inh	ARFGAP1 inhibitor	DDE Tn6 FP inh	canonical_smiles
0.5	4	-10	4	8	1	-3	2	2	-8	COc1ccc(S(=O)(=O)NC(C)C(=O)NCc2ccncc2)cc1OC (stereo not drawn)
0.5	3	-1	-3	-6	-2	-1	6	-1	7	CC(=O)Nc1ccc(CCc2nc3ccccc3[nH]2)cc1
-0.7	-2	2	7	-48	-2	6	4	7	0	Clc1ccc2[nH]cc(-c3nnnn3-c3ccccc3)c2c1
-1.4	0	-5	5	14	-1	-2	-7	-3	-1	COc1cc(OC)cc(C(=O)Nc2ccccc2C(=O)NC2CC2)c1
-0.2	-2	2	-6	4	2	-5	-3	-14	-10	COC(C/C=C/C(=O)COCc1ccccc1)OC
0.3	-2	-3	0	-4	0	5	1	8	1	CC1(C)CC(NC2C3CC4CC(C3)CC2C4)CC(C)(C)N1 (stereo not drawn)
0.2	1	-3	4	10	-3	0	0	12	4	COc1ccc(Cl)cc1NC(=S)N1CCN(S(C)(=O)=O)CC1
0.2	2	2	0	4	0	-3	4	4	-12	O=C(c1cccnc1)N1CCN(S(=O)(=O)c2ccc(Cl)cc2)CC1
0.2	0	-2	-3	5	1	-6	1	3	-1	O=C(c1ccco1)N1CCN(C2CN(Cc3ccc(F)cc3)S(=O)(=O)C2)CC1 (stereo not drawn)
-0.4	4	2	-3	0	4	4	14	-2	5	COc1cccc(NC(=O)COC(=O)c2c(F)cccc2Cl)c1
-0.6	-4	-16	0	0	-12	-5	-3	0	4	CCOC(=O)c1cnc2cc(-c3ccc(C)cc3)nn2c1-c1ccccc1
-0.3	-2	-6	-2	-13	-1	-1	-5	2	2	Cc1ccc(-n2cccn2)c(CN2CCC(CO)(CCc3ccccc3)CC2)c1
-0.2	7	3	4	11	8	6	1	3	-2	O=C1CC[C@@H](C(=O)N2CSC[C@H]2C(=O)O)N1
0.1	-1	-4	0	-1	4	1	15	-3	3	Cc1ccc(C(=O)OCC(=O)Nc2ccccc2)cc1S(=O)(=O)N1CCCCC1
0.2	-1	3	-1	0	3	0	15	3	-6	Cc1ccc(CNS(=O)(=O)NCc2ccc(Cl)cc2)cc1
0.1	-1	-4	3	6	2	4	6	11	-2	Cc1nc2sc3c(c2c(=O)n1/N=C/c1cccnc1)CCCC3
0.8	4	-1	-8	2	-2	-4	3	-10	-3	COc1ccc(C(N)=O)cc1N
-21	-3	-75	-3	0	-61	-2	-1	15	-9	Cc1nc(/C=C/c2ccccc2)cc(/C=C/c2ccccc2)n1
0.1	1	-5	11	9	0	2	-9	-1	6	O=C(NN=C1CCCCCC1)c1ccncc1
0.8	-1	2	1	4	1	-2	0	-7	-4	O=C1NCCCN1Cc1ccc(F)cc1
0.8	0	-3	-10	4	0	-3	-8	4	9	CCCCc1nc(NCCN2CCOCC2)c(C#N)c2c1COC(C)(C)C2
1.2	-2	4	2	-2	1	-4	x	x	8	NS(=O)(=O)c1ccc(NC(=O)CSc2nnc(-c3cccs3)o2)cc1
-0.4	0	3	-5	1	2	1	-6	11	0	CCN(CC)CCCNC(=O)Cn1nc([N+](=O)[O-])c(Cl)c1C
-0.1	-5	-24	-4	-9	-18	-1	-14	-3	2	Cc1ccc(CN2C(=O)N/C(=C\c3ccc(N4CCOCC4)cc3)C2=O)cc1
0.0	-2	-1	6	10	1	-1	5	4	0	COc1cc(NC(=S)N2CCN(C(=O)C3CCCO3)CC2)c(OC)cc1Cl (stereo not drawn)
-0.1	0	-4	10	4	0	-3	0	2	4	CC(Sc1nnc(-c2ccc(OC(F)F)cc2)n1N)C(=O)NCC1CCCO1 (stereo not drawn)
0.2	-14	-22	-1	13	-11	-3	2	3	-9	COc1ccc2[nH]c3c4c(ccc3c2c1)C(=O)C=CC4=O
-1.4	-1	-8	11	-15	1	4	-2	9	-3	COc1ccc(NC(=O)c2oc3ccc(S(=O)(=O)N4CCOCC4)cc3c2C)cc1
0.0	1	-2	9	3	-1	-5	-10	3	-3	O=C(O)COc1ccc(NC(=O)c2ccco2)cc1
-0.6	3	4	-2	8	6	5	-10	8	7	C=CCNc1ncnc2c1ncn2[C@H]1CN(Cc2ccc(F)cc2)C[C@@H](CO)O1
0.5	1	1	-6	-1	2	-5	8	5	5	CCOC(=O)C1C(c2ccccc2Cl)NC(=O)N(C)C1(O)C(F)(F)F (stereo not drawn)
-0.3	-2	-2	-8	-8	2	1	0	4	-4	O=C(COc1ccc(F)cc1)NNC(=O)Cn1ccc(C(F)(F)F)n1
-0.5	-1	2	-12	-5	0	9	7	1	-4	CCN(CC)C1CCCCC1NS(=O)(=O)c1ccc(Cl)cc1 (stereo not drawn)
0.1	0	-6	-2	-7	0	1	9	14	-2	COc1ccccc1OCc1ccc(C(=O)c2ccccc2)cc1
0.1	0	-5	6	3	1	-4	-13	7	1	O=C(CN1C(=O)NC2(CCc3ccccc32)C1=O)NCc1ccccc1Cl (stereo not drawn)
0.6	0	1	4	8	1	2	9	-7	4	OCCN(Cc1ccccc1)CC1CCCCC1
0.5	1	-9	-3	3	1	0	-5	7	-3	Nc1c(C(=O)CSc2n[nH]c(-c3ccccc3)n2)c(=O)[nH]c(=O)n1C1CC1
0.1	-1	3	-11	2	4	-3	3	1	-9	Cc1cccc(C)c1NC(=O)C(c1ccccc1OC(F)(F)F)N1CCN(c2ccc(F)cc2)CC1 (stereo not drawn)
-0.1	-3	-2	3	-3	4	-2	-9	-7	0	CC(=O)c1c(-c2ccccc2)c2cc([N+](=O)[O-])ccc2[nH]c1=O
0.3	-1	-4	5	6	-2	-2	9	6	-1	CC(OC(=O)c1ccccn1)C(=O)Nc1nc(-c2ccc(F)c(F)c2)cs1 (stereo not drawn)
-0.7	-3	-1	0	-6	-2	7	1	3	4	COc1c(F)c(F)c(C(=O)O)c(Nc2ccc(C)cc2)c1F
0.8	-1	-3	1	12	0	0	-8	9	0	O=C(N/N=C/c1ccc2c(c1)OCO2)C1CC1
0.5	4	-4	-8	-4	3	-3	-1	-1	1	CC(=O)c1ccc(NC(=O)C(C)OC(=O)CCCN=C2NS(=O)(=O)c3ccccc32)cc1 (stereo not drawn)
0.5	0	-1	-3	2	1	7	-10	-14	3	Cc1cccc2cc(COC(=O)C(C)C)c(=O)[nH]c12
-0.7	3	-2	3	-3	0	0	9	5	3	COc1cccc(/C=C(/C(=O)OCC(=O)NC2CCCC(C)C2C)c2ccccc2)c1 (stereo not drawn)
0.1	-2	-5	-1	2	0	4	7	3	6	O=C1CC(NC(=O)c2ccc(Cl)cc2)C(=O)N1 (stereo not drawn)
0.4	-1	0	2	4	-5	-4	-6	9	7	CC(C)(C)C1CCC2(CC1)C(Nc1cccc(C(F)(F)F)c1)=NC(=S)N2CC#N (stereo not drawn)
2.6	-2	-59	-5	-3	-40	-26	-3	-1	-2	CCCCn1c(=NC(C)=O)c(C#N)cc2c(=O)n3cccc(C)c3nc21
-0.5	2	-3	-8	3	8	1	-1	-11	-6	COc1ccc(Cl)cc1NC(=O)NNC(=O)c1ccccn1
0.2	0	-27	2	3	-19	1	15	9	2	CC1(C)CC(=O)C=C(Nc2ccc(C(=O)O)cc2)C1
0.2	2	-6	15*	5	1	-5	-9	7	5	O=C(Cn1nc(C(=O)O)c2ccccc2c1=O)Nc1cc(C(F)(F)F)ccc1-n1cncn1
-0.5	-2	5	1	1	4	-3	-10	-12	1	Cc1cccc(OCC(=O)NNC(=O)CCN2CCN(c3ccccc3)CC2)c1C
8.1	0	i	4	-1	i	11	-1	2	1	CCc1ccc(-c2ccc3nnc(SCC(=O)NCC4CCCO4)n3n2)cc1 (stereo not drawn)
0.4	1	-16	6	3	-4	-3	3	2	2	NCC(c1ccco1)c1c[nH]c2ccccc12 (stereo not drawn)
-0.5	3	-1	-3	-3	-3	8	-4	3	6	CC1(C)Cc2c(sc3nc(SCC(=O)NCc4ccccc4)n(-c4ccccc4)c(=O)c23)CS1
-0.2	8	-1	-6	4	10*	2	-11	3	-2	Clc1ccc(CNCC2CCCO2)c(Cl)c1 (stereo not drawn)
-0.3	-3	-14	0	14	-9	1	-2	11	0	O=C(CNc1ccc2c(c1)OCO2)N/N=C\c1cn(Cc2ccccc2)c2ccccc12
0.5	1	-5	10	3	-3	-9	3	11	-2	CC(=O)c1ccc(N2CCN(C(=O)c3ccc(OCc4c(C)noc4C)cc3)CC2)cc1
0.1	-6	0	-1	-11	-1	1	6	1	-4	Cc1ccc(S(=O)(=O)N2CCN(c3ccc(C(=O)N4CCOCC4)cc3[N+](=O)[O-])CC2)cc1
1.1	0	3	-5	-8	5	-2	-2	7	-1	COC(=O)c1c(C(=O)OC)c(-c2ccccc2)n2c1CS(=O)(=O)C2

Gathered by group, the entries above with a nitro group on carbon.
proKLK7 act	UHRF1 MBD2 ctr	PLCb3 inh	Tn7 DDE FP	sPLA2-III inh	PLC-gamma1 inh	Rev-erbA mod	ASAP1 inh	ARFGAP1 inhibitor	DDE Tn6 FP inh	canonical_smiles
-0.4	0	3	-5	1	2	1	-6	11	0	CCN(CC)CCCNC(=O)Cn1nc([N+](=O)[O-])c(Cl)c1C
-0.1	-3	-2	3	-3	4	-2	-9	-7	0	CC(=O)c1c(-c2ccccc2)c2cc([N+](=O)[O-])ccc2[nH]c1=O
0.1	-6	0	-1	-11	-1	1	6	1	-4	Cc1ccc(S(=O)(=O)N2CCN(c3ccc(C(=O)N4CCOCC4)cc3[N+](=O)[O-])CC2)cc1

2 compounds picked at random from the list so far:
proKLK7 act	UHRF1 MBD2 ctr	PLCb3 inh	Tn7 DDE FP	sPLA2-III inh	PLC-gamma1 inh	Rev-erbA mod	ASAP1 inh	ARFGAP1 inhibitor	DDE Tn6 FP inh	canonical_smiles
0.1	-1	-4	3	6	2	4	6	11	-2	Cc1nc2sc3c(c2c(=O)n1/N=C/c1cccnc1)CCCC3
-0.5	-1	2	-12	-5	0	9	7	1	-4	CCN(CC)C1CCCCC1NS(=O)(=O)c1ccc(Cl)cc1 (stereo not drawn)

New compounds follow.
proKLK7 act	UHRF1 MBD2 ctr	PLCb3 inh	Tn7 DDE FP	sPLA2-III inh	PLC-gamma1 inh	Rev-erbA mod	ASAP1 inh	ARFGAP1 inhibitor	DDE Tn6 FP inh	canonical_smiles
-0.4	0	6	3	10	5	-2	-1	-1	4	COc1cc(CCCN2C(=S)NC[C@@H]2CCCCN)cc(OC)c1OC
-0.4	-3	-3	12	7	0	-4	-5	2	0	NC(=O)Nc1ccc(C(=O)N2CCN(S(=O)(=O)Cc3ccccc3)CC2)cc1
0.0	-1	6	0	1	1	4	2	12	-1	Cc1ccc(SCc2nc3ccccc3n2CC(=O)Nc2ccc(Cl)cc2)cc1
-0.6	-2	3	2	6	0	-2	12	-3	-7	CCN1CCC2(CC1)N=C(c1ccc(F)cc1)C(=S)N2C(=O)c1ccc(C(C)(C)C)cc1
-1.7	0	-13	-6	1	-11	5	-5	-11	10	COc1cccc2c(C)cc(N3CCCCCC3)nc12

Screens: PubChem, several laboratories
